# Screens from PubChem BioAssay.
# CSN inh = inhibitors of CSN-mediated cullin deneddylation, primary screen, biochemical, fluorescence polarization, uHTS | 360,000 tested, 0.38% active | COP9 signalosome complex subunit 5 (Homo sapiens), Q92905 | inhibition, % at 12.5 µM | Purified CSN, SCF-Nedd8-OG deneddylation;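 active = pattern-corrected inhibition above about 35%, with an unprinted fluorescence ratio check between 0.5 and 1.5, limit read from the data, passing the limit was not always enough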;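 note: 0% = enzyme with substrate and 100% = substrate without enzyme; some results filed as inactive read as strong as hits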
#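 Assay system: purified human Csn5 enzyme expressed in HEK293T cells; measure: % inhibition; also added: SCFSkp2-Nedd8OG substrate at 10 nM final; technique: fluorescence polarization; times: reaction 90 min, room temperature; medium: Tris buffer pH 7.5, NaCl, DTT, Tween-20, trehalose, ovalbumin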
# NadD block = inhibitors of S. aureus NadD, primary screen, biochemical, colorimetric, uHTS. Nicotinate-nucleotide adenylyltransferase NadD (Staphylococcus aureus N315). purified NadD enzyme, colorimetric absorbance read-out. inhibition, % at 20 µM. 360,000 tested, 0.78% active. AID 602399, 2012; in the data active = inhibition above about 26%; note: some compounds past the cut are filed as inactive
# FAS TE block = FAS thioesterase domain inhibitors, primary screen, biochemical, fluorescence intensity, uHTS; recombinant FAS-TE, OMFH fluorogenic substrate, fluorescence endpoint; inhibition, % at 15 µM; 360,000 tested, 0.67% active;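 active = compounds whose normalised, plate-corrected inhibition of enzyme fluorescence in the single-dose primary screen is 50% or more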;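 note: 0% = DMSO with enzyme and 100% = substrate without enzyme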
# Target sequence (P49327 whole entry, looked up, the tested form may be a part): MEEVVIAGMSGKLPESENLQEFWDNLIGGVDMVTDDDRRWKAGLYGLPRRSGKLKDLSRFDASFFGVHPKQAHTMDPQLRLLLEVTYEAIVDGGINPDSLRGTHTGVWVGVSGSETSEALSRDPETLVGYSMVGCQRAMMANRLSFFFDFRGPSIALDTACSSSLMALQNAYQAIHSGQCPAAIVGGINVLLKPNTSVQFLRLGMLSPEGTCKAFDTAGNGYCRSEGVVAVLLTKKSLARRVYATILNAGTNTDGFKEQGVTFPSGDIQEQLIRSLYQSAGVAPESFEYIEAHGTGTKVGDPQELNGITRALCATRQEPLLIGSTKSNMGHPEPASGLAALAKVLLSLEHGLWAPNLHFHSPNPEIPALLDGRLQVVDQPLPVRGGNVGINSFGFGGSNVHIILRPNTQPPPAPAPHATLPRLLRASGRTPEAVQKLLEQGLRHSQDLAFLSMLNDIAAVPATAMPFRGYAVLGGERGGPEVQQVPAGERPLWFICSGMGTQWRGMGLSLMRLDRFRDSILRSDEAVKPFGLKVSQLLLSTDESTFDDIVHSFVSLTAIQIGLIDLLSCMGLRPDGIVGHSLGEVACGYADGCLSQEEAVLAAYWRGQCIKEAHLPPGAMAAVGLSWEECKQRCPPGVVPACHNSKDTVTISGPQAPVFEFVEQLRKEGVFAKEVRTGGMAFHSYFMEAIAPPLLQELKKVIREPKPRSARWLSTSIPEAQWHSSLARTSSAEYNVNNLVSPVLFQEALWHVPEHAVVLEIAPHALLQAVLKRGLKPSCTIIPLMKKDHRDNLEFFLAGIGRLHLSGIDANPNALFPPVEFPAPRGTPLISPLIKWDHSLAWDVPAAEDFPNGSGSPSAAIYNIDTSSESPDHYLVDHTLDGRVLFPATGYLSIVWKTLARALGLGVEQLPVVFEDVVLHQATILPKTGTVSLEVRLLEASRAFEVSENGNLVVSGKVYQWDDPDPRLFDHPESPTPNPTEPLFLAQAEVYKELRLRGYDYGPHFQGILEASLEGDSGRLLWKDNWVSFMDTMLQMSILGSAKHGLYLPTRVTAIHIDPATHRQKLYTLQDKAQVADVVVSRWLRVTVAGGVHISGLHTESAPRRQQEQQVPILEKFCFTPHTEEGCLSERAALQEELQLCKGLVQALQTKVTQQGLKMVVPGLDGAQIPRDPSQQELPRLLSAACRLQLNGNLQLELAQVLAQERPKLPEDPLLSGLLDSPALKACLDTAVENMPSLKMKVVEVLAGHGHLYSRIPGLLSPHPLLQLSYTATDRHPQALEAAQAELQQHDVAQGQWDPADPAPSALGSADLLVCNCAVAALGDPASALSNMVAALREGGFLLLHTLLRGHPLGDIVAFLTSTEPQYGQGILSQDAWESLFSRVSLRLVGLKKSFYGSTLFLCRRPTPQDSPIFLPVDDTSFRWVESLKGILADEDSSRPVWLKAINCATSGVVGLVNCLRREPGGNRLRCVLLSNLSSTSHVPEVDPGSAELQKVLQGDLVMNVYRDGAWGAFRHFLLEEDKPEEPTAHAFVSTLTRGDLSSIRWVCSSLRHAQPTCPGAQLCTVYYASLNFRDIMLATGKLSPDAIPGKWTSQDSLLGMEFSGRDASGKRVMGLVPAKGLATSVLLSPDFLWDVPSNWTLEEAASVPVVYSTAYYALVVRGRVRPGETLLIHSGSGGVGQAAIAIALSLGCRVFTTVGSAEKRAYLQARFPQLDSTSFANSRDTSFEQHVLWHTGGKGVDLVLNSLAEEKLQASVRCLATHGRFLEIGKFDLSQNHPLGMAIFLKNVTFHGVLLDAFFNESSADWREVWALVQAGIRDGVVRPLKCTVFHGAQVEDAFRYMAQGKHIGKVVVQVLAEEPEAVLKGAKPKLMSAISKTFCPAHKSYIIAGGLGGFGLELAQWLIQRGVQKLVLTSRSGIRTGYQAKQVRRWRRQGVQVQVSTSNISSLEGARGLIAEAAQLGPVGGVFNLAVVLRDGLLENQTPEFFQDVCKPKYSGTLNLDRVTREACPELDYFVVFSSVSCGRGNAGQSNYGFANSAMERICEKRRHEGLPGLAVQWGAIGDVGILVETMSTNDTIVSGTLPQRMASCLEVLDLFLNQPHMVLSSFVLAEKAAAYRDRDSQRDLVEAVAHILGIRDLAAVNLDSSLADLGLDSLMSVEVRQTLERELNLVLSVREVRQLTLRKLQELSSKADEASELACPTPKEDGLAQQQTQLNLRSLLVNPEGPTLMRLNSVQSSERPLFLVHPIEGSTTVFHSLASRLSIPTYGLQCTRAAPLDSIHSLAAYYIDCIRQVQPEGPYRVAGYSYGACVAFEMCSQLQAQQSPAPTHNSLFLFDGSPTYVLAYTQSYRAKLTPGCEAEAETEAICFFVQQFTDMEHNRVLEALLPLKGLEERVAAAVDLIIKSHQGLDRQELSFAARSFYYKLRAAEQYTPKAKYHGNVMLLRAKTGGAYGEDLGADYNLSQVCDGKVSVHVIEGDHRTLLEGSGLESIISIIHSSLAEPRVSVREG
# Rin1 Abl inh = inhibitors of Rin1-Abl protein binding, primary screen, biochemical, TR-FRET; Tyrosine-protein kinase ABL1 (Homo sapiens) + Ras and Rab interactor 1 (Homo sapiens), …; inhibition, % at 7.35 µM; 360,000 tested, 0.4% active; AID 588664, 2011; in the data active = inhibition above about 5%, passing the limit was not always enough
# SKN-1 inh = suppressors of acrylamide-induced Pgst-4::GFP reporter in worms, primary screen, SKN-1 inhibitor project, whole organism, uHTS, GFP/RFP fluorescence ratio, strain VP596; C. elegans VP596 Pgst-4::GFP/RFP ratio, 24 h; inhibition, % at 21.8 µM; 360,000 tested, 0.49% active; AID 624304, 2012;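 active = interference check ratio from 0.5 to 1.5 plus GFP to RFP signal ratio inhibition reaching or exceeding a fixed threshold, cut at about 30% in these data, passing the limit was not always enough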; note: some compounds called inactive have numbers as strong as hits
# Rpn11 inh = Rpn11 (PSMD14) deubiquitinase inhibitors, primary screen, biochemical, fluorescence polarization, uHTS; human 26S proteasome, Ub4-pepOG fluorescence polarization; 20S core pre-blocked with epoxomicin; 26S proteasome non-ATPase regulatory subunit 14 (Homo sapiens), O00487; calls only at 20 µM; 360,000 tested, 0.59% active;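 active = inhibition at 20 µM, scaled to each plate's controls, above about 33%, limit read from the data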
# MLLE-PAM2 inh = inhibitors of PABP1 MLLE–PAM2 peptide binding, primary screen, biochemical, fluorescence polarization, FITC-PAM2, GST-MLLE. inhibition, % at 20 µM. 360,000 tested, 0.36% active. AID 588489, 2011; in the data active = inhibition above about 35%, passing the limit was not always enough;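 note: plate controls were DMSO wells with GST-MLLE for no effect and wells lacking GST-MLLE protein for full effect; some results filed as inactive read as strong as hits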
# MT1-MMP act inh = blockers of MT1-MMP proenzyme processing, primary screen, HT1080 RFP-PRO-GFP cells, GFP/RFP fluorescence; Matrix metalloproteinase-14 (Homo sapiens), P50281; GFP/RFP ratio fluorescence, overnight; percent of plate control window, DMSO zero; GFP/RFP ratio change, % at 20 µM; 360,000 tested, 0.061% active;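 active = GFP/RFP ratio change of at least 30% with cell ATP level not reduced by more than half and red fluorescence within 50% of control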; note: strong numbers were not always called active
#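 Test system: HT1080 RFP-PRO-GFP cells; Benchmarks: DMSO and RFP-L50D-GFP cell wells; Timing: cells overnight before dosing, compound overnight, 37 °C, 5% CO2; Compound: one 20 µM compound dose with 1% DMSO; Read-out: GFP/RFP fluorescence ratio.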
# Neddylation inh = inhibitors of cullin neddylation, primary screen, biochemical, TR-FRET, uHTS, NAE and Ubc12; calls only at 25 µM; 360,000 tested, 0.58% active; in the data active = inhibition above about 36%
# Starred values were filed as active, the others as inactive; i = inactive; / = no result given; + = active, no number.
SMILES,CSN inh,NadD block,FAS TE block,Rin1 Abl inh,SKN-1 inh,Rpn11 inh,MLLE-PAM2 inh,MT1-MMP act inh,Neddylation inh
COCCNC(C(=O)Nc1cc(Cl)cc(Cl)c1)c1ccccc1 (stereo not drawn),2,-7,11,0,-5,i,20,-3,i
Cc1cccc(C(=O)N(CC(=O)Nc2sc(C)c(C)c2C(N)=O)C2CCCC2)c1,2,-4,9,1,-15,i,11,-1,i
Fc1ccc(Cn2c(SCc3ccc(F)c(F)c3)nnc2C(F)(F)F)cc1,4,-6,27,5,18,i,-1,-7,i
CCOC(=O)CSC1=NC(=O)/C(=C\c2ccc(Cl)cc2)S1,19,3,0,0,-25,+,-13,-30,i
C#CCOCCOCCOCCNc1nc(N2CCN(C(=O)Cn3cc(CCCN=C(N)N)nn3)CC2)nc(N2CCN(C(=O)[C@H]([C@@H](C)CC)n3cc(CCC(=O)O)nn3)CC2)n1,1,-1,-9,-1,-7,i,3,2,i
CCc1c(C)c(C#N)c2[nH]c3ccccc3n2c1=S,-2,20,9,0,2,i,-117,0,i
COc1cc2ccc(=O)oc2c(CC=C(C)C)c1OC,5,-3,6,-7,-6,i,3,-1,i
CCc1noc(C)c1C(=O)NNC(=O)COc1ccccc1C,-1,7,-7,2,-3,i,13,2,i
CCOc1ccc(Cn2ccnc2CCl)cc1[N+](=O)[O-],-4,0,-8,-1,-1,i,5,-2,i
COc1ccc(OC)c(NC(=O)C(=O)N/N=C(\C)CC(=O)Nc2ccc(Cl)cn2)c1,-7,5,3,-2,23,i,9,-1,i
CCOC(=O)C1CCN(C(=O)c2ccc(OCC(=O)Nc3ccc(OCC)cc3)c(OC)c2)CC1,-10,3,0,3,-10,i,4,6,i
Cc1cccc(OCC(=O)NCC(=O)N/N=C/c2cc(Br)ccc2OCc2ccccc2)c1,0,-6,-10,0,8,i,-5,-3,i
CCOC(=O)N1CCC(NC(=O)C2=C(C)C(=O)OC23CCC(C)CC3)CC1 (stereo not drawn),-2,-5,-5,1,8,i,2,0,i
CCOc1ccccc1CNCCOC,-3,2,-6,2,-4,i,4,2,i
Cc1cc(C)c(S(C)(=O)=O)c(=O)[nH]1,-9,-4,-3,2,-3,i,-17,2,i
S=c1[nH]nc(-c2cccnc2)n1/N=C/C(Cl)=C\c1ccccc1,2,5,-12,-3,8,i,-92,5,i
NC(=S)NN=C1CCCCCCCC1,0,15,-5,3,-3,i,0,2,i
CCN(c1ccccc1)S(=O)(=O)c1ccc(Cl)c(NC(=O)CSc2nnc(C)s2)c1,2,-12,12,0,-7,i,16,-1,i
COc1cccc(/C=N/NC(=O)C(=O)NCc2cccnc2)c1OC,-4,4,-5,1,1,i,9,1,i
COc1ccc(CN2CCC[C@]3(N[C@H](c4ccccc4)[C@@H]4C(=O)N(Cc5ccccc5)C(=O)[C@@H]43)C2=O)cc1,-1,1,6,0,2,i,2,0,i
CCOC(=O)c1cnc(-n2nc(C)cc2C)nc1N1CC(C)OC(C)C1 (stereo not drawn),2,0,-9,1,-6,i,7,1,i
CCCCCc1c(O)nc(SCC(=O)NCC2CCCO2)[nH]c1=O (stereo not drawn),-5,7,-3,-1,6,i,2,3,i
CS(=O)(=O)N(CC(=O)NCCc1ccccc1)c1cccc([N+](=O)[O-])c1,7,-5,7,2,-9,i,-1,-3,i
FC(F)C(F)(F)C1=CC(c2cccs2)=NCCN1,0,0,-1,-3,6,i,1,-3,i
O=C(CSc1ncccn1)NC1CCCC1,0,0,-6,-1,7,i,7,0,i
SMILES,CSN inh,NadD block,FAS TE block,Rin1 Abl inh,SKN-1 inh,Rpn11 inh,MLLE-PAM2 inh,MT1-MMP act inh,Neddylation inh
CCOc1ccc(S(=O)(=O)NCc2ccncc2)cc1NC(=O)c1ccccc1,4,-4,-4,1,-2,i,11,11,i
O=S(=O)(c1ccc(SCCOc2cccc(Br)c2)nc1)N1CCCC1,-1,4,30,2,-6,i,33,-3,i
O=C(N/N=C/c1ccco1)c1cc(-c2ccc(Br)s2)[nH]n1,2,0,-3,-6,-3,i,-5,-2,i
O=C(NCc1ccc(Cl)cc1)c1ccc(-c2ccccc2C(F)(F)F)o1,0,-5,24,2,7,i,8,1,i
Cc1cccc(C)c1OCC(=O)NCc1nnc(SCC(=O)NC2CCCCC2C)n1C (stereo not drawn),-7,5,-7,2,1,i,-117,-2,i
Nc1sc(-c2ccccc2)c(Cc2ccccc2)c1C(=O)O,8,11,-4,3,3,i,10,-4,i
CCOC(=O)c1c(-c2ccc(OC)cc2)csc1/N=C/N(C)C,-4,6,11,-2,4,i,13,2,i
O=C(COc1ccc2ccccc2c1Br)N1CCOCC1,4,-6,-11,-3,-7,i,18,3,i
CC1CC(=O)Nc2ccccc2N1C(=O)CSc1ncnc2sccc12 (stereo not drawn),-2,-2,-12,2,7,i,-8,-4,i
Cc1ccc(S(=O)(=O)Nc2ccc(S(=O)(=O)NC(C)(C)C)cc2)cc1,0,-11,-4,-1,-15,i,-14,1,i
CCCCc1nnc(SCC(=O)Nc2nccs2)n1CC,1,1,-1,1,-5,i,-5,-2,i
CC(=O)Nc1ccc2c(c1)nc1n2CCN(C2CCCCC2)C1,13,-5,-4,-2,4,i,6,-3,/
O=C(Cn1cnc2c(nnn2Cc2ccccc2F)c1=O)OCc1ccccc1,2,-7,-31,3,4,i,4,0,i
FC(F)(F)c1nc2cc3nc4ccccc4[nH]c3cc2n1,-1,-3,-4,-7,6,i,11,-14,i
C[C@@]12C(=O)Nc3cc(Cl)ccc3C(=O)N1[C@H]1c3cc(Cl)ccc3OC[C@@H]1[C@@H]2c1ccccc1,2,4,40,1,10,i,8,-20,i
O=C(NC1CCCCC1)N(c1ccccc1)c1nnc(-c2cccc([N+](=O)[O-])c2)s1,0,2,70*,-3,18,i,17,3,i
CSc1ccc(C(=O)N2CCC(CCC(=O)NCc3ccc(F)cc3)CC2)cc1,3,-2,-1,-1,16,i,1,2,i
Cc1ccc(C)c(NC(=O)CN(C)C(=O)c2ccc3[nH]c4c(c3c2)CC(C)CC4)c1 (stereo not drawn),-3,10,7,0,0,i,-7,-12,i
CN(C)/C=C/c1onc(-c2c(Cl)cccc2Cl)c1C#N,9,2,25,-2,6,i,-27,-22,i
CCOC(=O)c1sc2nc(NC(=O)COc3ccccc3)sc2c1C,0,-1,2,0,10,i,1,1,i
COc1cc(/C=C2/CCc3ccccc3C2=O)cc(OC)c1OC,1,1,24,-1,2,i,5,5,i
COc1cc(-c2noc(-c3ccco3)n2)cc(OC)c1OC,0,-3,2,-1,-9,i,-4,10,i
CC(OC(=O)C1CC1C)C(=O)Nc1ncc(Cl)cc1Cl (stereo not drawn),-4,-3,-3,-1,10,i,-6,1,i
Cc1c(-c2ccc(Br)cc2)nc2ccccn12,0,-5,2,-2,9,i,3,-5,i
COc1ccc(CCC(=O)NCc2ccc3c(c2)OCO3)cc1,-4,1,-5,-2,21,i,-10,1,i
SMILES,CSN inh,NadD block,FAS TE block,Rin1 Abl inh,SKN-1 inh,Rpn11 inh,MLLE-PAM2 inh,MT1-MMP act inh,Neddylation inh
Cc1ccc(NS(=O)(=O)c2ccc(F)cc2)nc1,-2,3,-4,-4,17,i,-4,0,/
CCCCOc1ccc(C(=O)N(CC)CC(=O)NCc2cccs2)cc1,-2,2,3,0,-19,i,-5,2,i
COc1ccc(C(=O)N2CCN(C(=O)CC(C)C)CC2)cc1OC,-7,7,-4,-1,-1,i,1,3,i
CCOCCCNC(=S)NNC(=O)CCn1nc(C)c(Br)c1C,0,-1,-5,0,4,i,-10,2,i
Cc1ccccc1NCC(=O)N/N=C/c1c(C)c(C(=O)c2ccc(Cl)cc2)n2ccccc12,-3,27,14,-1,8,i,-19,-4,i
O=C1NCCCC1C(=O)N1CCN(C(=O)c2ccco2)CC1 (stereo not drawn),1,-5,-6,-2,-8,i,13,1,i
O=C(NNC(=O)c1cccc2ccccc12)c1ccccc1O,3,-6,3,-2,-11,i,10,10,i
Cc1ccc(C(=O)COC(=O)C2CC(=O)N(c3nc(-c4ccccc4)cs3)C2)cc1 (stereo not drawn),1,-6,18,-2,-7,i,-7,-3,i
Cc1cn(C2CCCCC2)c(=O)[nH]c1=O,-10,0,-6,1,-1,i,-3,-2,i
COc1cccc(C(=O)NCCS(=O)(=O)NC(C)CCc2ccccc2)c1 (stereo not drawn),-1,-7,0,1,-11,i,5,0,i
Cc1cccc(S(=O)(=O)c2c(N)n(-c3ccccc3)c3nc4ccccc4nc23)c1,2,12,11,-2,6,i,2,4,/
Cc1cc(C(=O)NC2CCCC2)c2ccccc2n1,-3,1,-5,3,17,i,9,-2,i
Cc1ccc(Cl)cc1N1CCN(CC(=O)NC2CCCc3ccccc32)CC1 (stereo not drawn),-6,3,22,-2,0,i,5,-8,i
O=C(CN1CCCCC1)Nc1ccc(N2CCCCCC2)cc1,-3,11,-2,-1,17,+,7,3,i
Cc1cccc(N2CCN(C(=O)CNC(=O)c3cccc([N+](=O)[O-])c3)CC2)c1C,3,4,85*,-4,19,i,-2,-1,i
CCCNC(=O)NC(=O)COc1ccc2oc3ccccc3c2c1,-1,-5,-10,-1,11,i,3,3,i
COc1ccc(Cl)cc1N(CC(=O)NC1CC1)S(=O)(=O)c1ccc(C)c([N+](=O)[O-])c1,-2,2,-3,3,1,i,12,-8,i
Cc1noc(C)c1S(=O)(=O)N(C)C[C@@H]1OCc2cnnn2CCCC(=O)N([C@@H](C)CO)C[C@H]1C,1,6,-8,-4,12,i,4,-5,i
Oc1ccccc1C1OCC2(CO1)COC(c1ccccc1O)OC2 (stereo not drawn),2,1,-9,-1,4,i,-1,2,i

# This is a random part of the collection; about 3.9% have a hit in one of these screens.
